# Screening data deposited in PubChem by National Center for Advancing Translational Sciences (NCATS).
# pAkt inh – inhibitors of Akt phosphorylation | AID 651550 | activity change, % for hits at 50 µM | Neuro2A IGF-stimulated pAkt S473 HTRF, 20 min; active compounds read low | 360,000 compounds, 0.32% hits; in the data active = activity change below about -80%; inconclusive = mostly about -51% to -80%; also: % is scaled to controls: 0 for no effect and ±100 for the full control effect
#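 Single-point screen (50 µM final compound) in Neuro2A cells stimulated 20 min with 6 nM IGF at 37 deg C. After lysis, Ser473-phosphorylated Akt read by HTRF (ex 330 nm, em 615/665 nm) as the 665/615 ratio.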
# HepG2 viability – counter-screen for TGF-b inhibitors: cytotoxicity in HepG2 cells | HepG2 CAGA-GFP viability, ATP luminescence, 18 h | Potency, µM (series often up to 46.1 µM), for the others: top-dose activity change, negative = cytotoxicity, actives largely listed as cytotoxic | 410,000 compounds, 0.76% hits; also: potency is read from the fitted curve at half-maximal effect; some results filed as inactive show a strong effect at the top dose
#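 CellTiter-Glo luminescence gave cytotoxicity after 18 hours at 37 degrees C. The cells were HepG2 CAGA-GFP in 1% FBS DMEM, stimulated with 500 pg/mL TGF-beta after compound addition. %Activity was normalised to no-cell wells (complete cell-killing) and DMSO (no toxicity), and curves were fitted and classified.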
# CCT chaperon mod – cytosolic chaperonin activity modulation; purified chaperonin ATPase assay, HTRF ADP detection, 30 min; activity change, % (concentration not given with the values), hits read low; 360,000 compounds, 0.3% hits; AID 651819; in the data active = activity change below about -30%; also: % is scaled to controls: 0 for no effect and ±100 for the full control effect
#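 First, chaperonin was dispensed at 40 nM or 20 nM final depending on batch activity. Next, compounds were pinned at 76 uM and ATP added at 10 uM. After 30 min at 37 °C, ADP detection reagents ran 30 min at ambient temperature.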
# A549 tox – A549 cytotoxicity, counter-screen for Nrf2 inhibitors | 390,000 compounds, 0.16% hits | Potency, µM (top dose mostly 46 µM), for the others: top-dose activity change, negative = cytotoxicity, usual class: inhibitors | AID 504648 | A549 ARE-Fluc cells, CellTiter-Fluor viability, 18-24 h; also: potency is read from the fitted curve at half-maximal effect; % is scaled to controls: 0 for no effect and ±100 for the full control effect
#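 A549 ARE-Fluc cells in 5% FBS OPTI-MEM, 5000 cells/well, rested 2 h then exposed to compounds in concentration-response for 18-24 h at 37 °C. Viability by CellTiter-Fluor fluorescence (Ex 405/Em 525) after 30 min; luciferase luminescence (BugLite, 15 min, RT) read afterwards.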
# TGFb inhibitor – TGF-b pathway inhibition; 410,000 compounds, 1.2% hits; AID 588855; Potency, µM (doses to about 46.1 µM), inactives show at the highest dose activity, negative = inhibition, usual class: inhibitors; HepG2 CAGA-GFP TGF-b/SMAD3 reporter, GFP fluorescence, 18 h; TGF-beta stimulated, 500 pg/mL final; also: potency is read from the fitted curve at half-maximal effect; % is scaled to controls: 0 for no effect and ±100 for the full control effect; nearly all actives have a fitted effect of over 65% in size
#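 HEPG2 CAGA-GFP cells (1000/well, DMEM with 1% FBS) were pre-incubated 2 h at 37 degrees C, given compound by pin tool, then stimulated with TGF-beta at 500 pg/mL final for 18 h before per-cell GFP fluorescence imaging.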
# Nrf2 ARE act – activates Nrf2 signaling. Potency, µM (highest dose often 46.1 µM), without a hit: top-dose activation, most hits filed as activators. AID 624171. 410,000 compounds, 0.31% hits. AREc32 ARE-luciferase reporter (MCF7-derived line), luminescence, 24 h; also: potency is read from the fitted curve at half-maximal effect; % of control where 0% means no effect; nearly all actives have a fitted effect of over 65% in size
#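 For detection, Steady-Glo was added and plates sat 30 min at RT; before that, AREc32_Fluc cells grown overnight in OPTI-MEM/5% FBS had been treated with 23 nL compound for 24 hr at 37 deg C.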
# Abeta rescue – restores growth of yeast expressing A-beta42 peptide | yeast expressing A-beta42, growth rescue, OD600, 48 h; response scale: 0% DMSO, 100% iron-clioquinol control | Potency, µM (highest dose often 46.1 µM), for inactives: at the highest dose growth rescue, usual class: activators | 410,000 compounds, 0.063% hits | AID 1347071; also: potency is read from the fitted curve at half-maximal effect; nearly all actives have a fitted effect of over 55% in size
#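 Yeast growth medium received pinned compounds, then yeast cells expressing toxic A-beta were added; plates incubated at 30 C for 48 hr. Growth read as absorbance at 600 nm, normalized to DMSO and equimolar FeCl3 plus clioquinol controls.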
# Mm-Cpn inhibitor – inhibitors of Methanococcus maripaludis chaperonin (MmCpn); purified Mm-Cpn ATPase, ADP Transcreener TR-FRET; Potency, µM (series often up to 76.9 µM), for inactives: at the highest dose activity, negative = inhibition, most hits filed as inhibitors; 330,000 compounds, 0.031% hits; AID 504842; also: potency is read from the fitted curve at half-maximal effect; % is scaled to controls: 0 for no effect and ±100 for the full control effect; nearly all actives have a fitted effect of over 80% in size
#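 Measured: ADP formation by purified Mm-CPN. Conditions: 25 nM protein, 10 uM ATP, Tris pH 7.4 with Mg2+, K+ and DTT, 37°C for 30 min. Detection: Transcreener HTRF after 30 min at room temperature.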
# Nrf2 inh – inhibitors of Nrf2 signaling; AID 504444; A549 ARE-Fluc reporter, luciferase luminescence, 18-24 h; 360,000 compounds, 2.1% hits; Potency, µM (series often up to 46 µM), for the others: at the top dose activity change, negative = inhibition, actives largely listed as inhibitors; also: potency is read from the fitted curve at half-maximal effect; % is scaled to controls: 0 for no effect and ±100 for the full control effect; nearly all actives have a fitted effect of over 60% in size
#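 Cells were seeded and rested 2 h, then exposed to compounds for 18-24 h. CellTiter-Fluor was read first as a viability measure. BugLite was added 15 min before the final luminescent read of ARE-luciferase activity in A549 cells.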
# The depositor's hits bear a star; i = inactive; ? = inconclusive; . = no result given; [ ] = another dose, or the depositor's remark. Unless noted, calls follow the shape of the dose curve; as a rule, active = well fitted curve in the direction sought with a large enough effect; inconclusive = small, poorly fitted or top-dose-only effect, or another doubt; inactive = no such curve, though single readings can be large; an effect the other way counts as inactive or inconclusive. Compounds were not picked by outcome; overall some 4.3% were active at least once.
# Value order – pAkt inh	HepG2 viability	CCT chaperon mod	A549 tox	TGFb inhibitor	Nrf2 ARE act	Abeta rescue	Mm-Cpn inhibitor	Nrf2 inh
Cc1scc(-c2n[nH]c(=S)n2Cc2ccccc2)c1C
    i	4%	-0.3	1%	6%	0.2%	11%	1%	9%
COc1cc(NC(=O)CSc2nc3ncccc3o2)cc(OC)c1
    .	-47%	.	9%	-1%	6.4%	0%	.	2%
CCOC(=O)C1=C(C)NC(=S)N(C(C)=O)C1c1ccc(OC)c(OC)c1 (stereo not given)
    i	4%	1.3	-11%	18%	0.7%	17%	0%	?
CC1(C)Cc2nc(NC3CCCCC3)c(C#N)cc2CO1
    i	-2%	-1.0	2%	0%	-0.2%	16%	0%	2%
CCCCn1c(N)c(N(CC(C)C)C(=O)c2ccc(-c3ccc(Cl)cc3)o2)c(=O)[nH]c1=O
    i	0%	0.1	-10%	-17%	-0.1%	-5%	-2%	16%
CCn1nc(C(=O)NNC(=O)C2CSC3(C)CCC(=O)N23)c2ccccc2c1=O (stereo not given)
    i	-8%	-2.3	5%	0%	-0.5%	-6%	-2%	4%
COc1cccc(OC)c1NC(=O)C1CCCN1C(=O)Nc1ccccc1Cl (stereo not given)
    i	5%	-0.3	6%	10%	0.3%	-3%	1%	-28%
COc1ccc(/C=C(\NC(=O)c2ccccc2)C(=O)N2CCN(C)CC2)cc1OC
    i	-8%	-6.0	0%	-1%	-0.6%	5%	0%	0%
CC(C)(C)C(=O)N1CCN(c2nc3c(F)cccc3s2)CC1
    .	5%	.	-2%	8%	4.3%	-2%	.	.
COc1cccc(C(=O)c2sc(Nc3ccc(C)cc3C)c(S(=O)(=O)c3ccccc3)c2N)c1
    .	-29%	.	-7%	-20%	0.2%	-4%	.	-15%
COc1ccc(F)cc1-c1cc(C(=O)NCc2ccc(F)cc2)[nH]n1
    i	-2%	-0.7	.	13%	6.4%	7%	.	.
CCOc1ccc(NC(=O)C2CCN(S(=O)(=O)c3ccc4c(c3)C(C)(C)C(=O)N4C)CC2)cc1
    i	1%	-7.7	-2%	7%	-0.8%	0%	0%	-9%
Cc1noc(C)c1C(=O)Nc1ccc2c(c1)CCC2
    i	-2%	-1.5	-2%	-8%	2.3%	22%	.	16%
Cn1nc(C(=O)NNC(=O)c2cccc(Cl)c2)c2ccccc2c1=O
    i	-2%	0.8	3%	-4%	2.1%	-10%	2%	-14%
CCOC(=O)C1=C(CN2CCN(C(=O)c3ccco3)CC2)NC(=O)NC1c1ccc(F)cc1 (stereo not given)
    i	-3%	-0.3	-7%	5%	-0.2%	-12%	3%	?
Cc1c(OC(C)C(=O)NCC(O)c2ccccc2)ccc2c3c(c(=O)oc12)CCC3 (stereo not given)
    i	-4%	0.0	4%	-2%	0.8%	-5%	1%	8%
CCNC(=O)C1(C)CCCN1Cc1c(F)cccc1F (stereo not given)
    i	-45%	1.2	.	?	-0.9%[9.22 µM]	19%	.	.
COc1ccccc1CNc1ccccc1F
    i	3%	0.8	-3%	8%	-0.2%[9.22 µM]	-2%	-1%	11%
COCC(=O)NCCc1nc2ccccc2[nH]1
    i	-2%	-3.9	0%	6%	0.3%	-4%	-2%	0%
CC1(C)O[C@@H]2C[C@H]3[C@@H]4CCC5=CC(=O)CC[C@]5(C)[C@@]4(F)[C@@H](O)C[C@]3(C)[C@]2(C(=O)CCl)O1
    i	-2%	0.3	-12%	28%	0.6%	1%	-3%	0.012µM*
CC(C)NC(=O)c1cc2c(Cl)nc3ccccc3c2s1
    .	4%	.	-8%	-23%	4.0%	-7%	.	15%
OCCCN1CCN(CCCOc2ccccc2-c2ccccc2)CC1
    i	-21%	-2.8	10%	?	-0.9%	-10%	1%	3%
CCOC(=O)c1cc(-c2ccccc2)sc1NC(=O)c1cc(OC)c(OC)c(OC)c1
    i	17%	-1.2	7%	11%	-0.6%	2%	-4%	-8%
CC(=O)COc1ccc2c(-c3ccccc3)cc(=O)oc2c1C
    i	-24%	0.4	0%	19%	2.9%	-13%	-6%	?
O=C(NNC(=O)c1cc(F)c(F)cc1Cl)c1ccc(NS(=O)(=O)c2cccs2)cc1
    i	10%	0.7	4%	-3%	-0.6%	-10%	-3%	-6%
COCCN(C(=S)Nc1cccc(C)c1)C(C)c1cccnc1 (stereo not given)
    i	4%	-0.7	0%	4%	0.3%	-6%	3%	1%
COc1cc(C(=O)NCc2nnc(SCC(=O)NC3CCCCC3)o2)cc(OC)c1OC
    i	-4%	-0.1	-2%	-9%	-1.1%	6%	4%	4%
CCN(c1ccccc1)S(=O)(=O)c1ccc(Cl)c(NC(=O)COC(=O)c2ccc(Cl)c(N)c2)c1
    i	6%	-0.8	13%	-2%	-0.4%	2%	-7%	1%
OC(COC(c1ccc(Cl)cc1)c1ccc(Cl)cc1)CN1CCc2ccccc2C1 (stereo not given)
    i	11µM*	0.1	-7%	?	3.7%	21%	-2%	29%
CCCCNC(=O)Nc1nnc(-c2ccc(OCC)cc2)o1
    i	0%	-1.0	-5%	4%	0.8%	2%	0%	-7%
CCN(CC)S(=O)(=O)c1cccc(C(=O)NNC(=O)C2=NN(c3ccccc3)C(=O)CC2)c1
    i	9%	0.9	0%	4%	-0.1%	-6%	1%	5%
COCCn1c(CNC(=O)c2cc(OC)c(OC)c(OC)c2)nc2cccnc21
    .	1%	.	0%	9%	4.6%	-37%[inhibitor]	.	.
S=C(Nc1ccc(Cl)cc1)Nc1ccc2cn[nH]c2c1
    i	9%	-1.0	-1%	0%	4.0%	?	-7%	5%
Cc1ccc(Cl)c(OCC(=O)Nc2cccnc2)c1
    i	3%	-1.4	3%	2%	2.3%	-22%	2%	?
Cc1ccc(CNC(=O)CN2C(C)CCCC2C)cc1 (stereo not given)
    i	2%	-1.5	2%	3%	0.0%	11%	1%	8%
Cc1ccc(C)c(OCc2cc(C(=O)N3CCN(C4CCCCC4)CC3)no2)c1
    i	-30%	1.2	.	-18%	0.2%	3%	.	.
CN(/N=C/c1cc(Br)cc(Br)c1O)c1ccccc1
    i	-13%	-3.2	-2%	-10%	?	-4%	2%	17%
CCc1ccc(/C=C2\SC(=S)N(CCC(=O)N3CCN(C)CC3)C2=O)cc1
    i	-3%	-1.7	3%	-29%	2.3%	-4%	-7%	?
Cc1cc(C)n(-c2cc(N3CCN(C(=O)c4cccc(F)c4)CC3)ccc2[N+](=O)[O-])n1
    i	3%	0.7	-19%	-25%	-0.6%	8%	1%	-23%
Cc1n[nH]c(C)c1S(=O)(=O)N(CC(=O)NCc1ccccc1Cl)c1ccc(C(C)C)cc1
    .	-76%	.	-4%	?	-1.6%	10%	.	?
COc1ccc(NC2CS(=O)(=O)CC2OC(=O)c2ccc(F)cc2)cc1 (stereo not given)
    i	-9%	-2.5	-8%	9%	-0.6%	12%	2%	-3%
O=C(Cc1ccccn1)Nc1ccccc1
    i	6%	3.9	-9%	0%	2.7%	-9%	-21%	8%
COCCCNC(=O)Cn1c(=O)n(-c2cccc(C)c2)c(=O)c2c1c1cc(C)ccc1n2C
    .	-3%	.	-8%	-13%	1.3%	-2%	.	.
O=C(CN1C(=O)c2cccc3cccc1c23)NCc1ccc2c(c1)OCO2
    i	-21%	0.0	5%	-16%	0.8%	-1%	-1%	.
CCN(CC)C(=O)c1ccc(S(=O)(=O)Cc2ccc(C)cc2)c([N+](=O)[O-])c1
    i	-13%	1.1	2%	-20%	?	-37%	0%	?
COc1ccc(CNC(=O)c2cc3c(=O)n(Cc4cccs4)ccc3nc2C)cc1
    .	-10%	.	7%	-10%	7.5%	-20%	.	?
COc1ccc(CN2C(=O)c3ccccc3C2=O)cc1C(=O)N(C)CC(=O)Nc1ccc(C)cc1
    i	-25%	0.9	.	-4%	-0.4%	-10%	.	.
CCOc1cc(N2CCOCC2)c(OCC)cc1NC(=O)C1=COCCO1
    i	-13%	-3.7	-3%	10%	0.5%	18%	-2%	-8%
Cc1ccc(NC(=O)C2=C(O)CCn3c2nc2ccccc23)cc1
    i	-31%	-2.4	0%	-15%	14%	-10%	-13%	12%
NS(=O)(=O)c1ccc(CCNC(=O)c2ccccc2F)cc1
    i	-3%	-2.4	-14%	7%	-0.5%	-5%	1%	-2%
CC1(C2CC2)NC(=O)N(CC(=O)N2CCN(S(=O)(=O)c3ccc(F)c(F)c3)CC2)C1=O (stereo not given)
    i	1%	0.5	5%	7%	-0.3%	-9%	0%	10%
COc1ccc(N)cc1C#N
    i	-9%	-1.1	0%	-2%	-0.1%	-13%	0%	-19%
COc1cccc(C(=O)NCCCNC(=O)c2cccnc2)c1
    i	1%	-0.3	?	-6%	0.3%	-9%	0%	-16%

# Quoted at random: 2 compounds from above, in no set order.
# Value order – pAkt inh	HepG2 viability	CCT chaperon mod	A549 tox	TGFb inhibitor	Nrf2 ARE act	Abeta rescue	Mm-Cpn inhibitor	Nrf2 inh
Cc1ccc(C)c(OCc2cc(C(=O)N3CCN(C4CCCCC4)CC3)no2)c1
    i	-30%	1.2	.	-18%	0.2%	3%	.	.
COCCCNC(=O)Cn1c(=O)n(-c2cccc(C)c2)c(=O)c2c1c1cc(C)ccc1n2C
    .	-3%	.	-8%	-13%	1.3%	-2%	.	.
